UHRF1 binding – blocks human UHRF1 binding to methylated DNA. Q96T88. UHRF1 binding to methylated oligo, TR-FRET. inhibition, % at 4.4 µM. 370,000 tested, 0.75% active. AID 687016; in the data active = inhibition above about 21%;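 note: UHRF1 SRA domain binding a hemimethylated CpG hairpin DNA probe; 0% = median of test compound wells and 100% = reference inhibitor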
proKLK7 act – activates the human kallikrein-7 zymogen | P49862 | purified proKLK7, EDANS-DABCYL substrate fluorescence; 100% is mature enzyme control, 0% vehicle | activation, % at 7 µM | 370,000 tested, 0.9% active | AID 652039;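 active = activation above the mean of all tested compounds plus 3 SD, computed per campaign excluding outliers beyond control limits, cut at about 13% in these data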
Target sequence (P49862 whole entry, looked up): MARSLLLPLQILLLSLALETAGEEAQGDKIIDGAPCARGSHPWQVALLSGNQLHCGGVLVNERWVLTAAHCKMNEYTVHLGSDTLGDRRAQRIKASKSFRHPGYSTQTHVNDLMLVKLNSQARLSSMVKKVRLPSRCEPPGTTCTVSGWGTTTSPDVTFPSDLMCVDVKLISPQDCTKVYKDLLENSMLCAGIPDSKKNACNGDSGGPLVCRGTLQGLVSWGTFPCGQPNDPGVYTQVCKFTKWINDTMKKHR
ASAP1 inh – ASAP1 ArfGAP inhibition | Q9ULH1 | ASAP1-stimulated ARF1 GTP hydrolysis, GDP FP detection | inhibition, % at 16.5 µM | 360,000 tested, 0.19% active | AID 624377; in the data active = inhibition above about 25%;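 note: 0% = vehicle with enzyme and substrate and 100% = no enzyme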
Target sequence (Q9ULH1 325-724 limits assumed): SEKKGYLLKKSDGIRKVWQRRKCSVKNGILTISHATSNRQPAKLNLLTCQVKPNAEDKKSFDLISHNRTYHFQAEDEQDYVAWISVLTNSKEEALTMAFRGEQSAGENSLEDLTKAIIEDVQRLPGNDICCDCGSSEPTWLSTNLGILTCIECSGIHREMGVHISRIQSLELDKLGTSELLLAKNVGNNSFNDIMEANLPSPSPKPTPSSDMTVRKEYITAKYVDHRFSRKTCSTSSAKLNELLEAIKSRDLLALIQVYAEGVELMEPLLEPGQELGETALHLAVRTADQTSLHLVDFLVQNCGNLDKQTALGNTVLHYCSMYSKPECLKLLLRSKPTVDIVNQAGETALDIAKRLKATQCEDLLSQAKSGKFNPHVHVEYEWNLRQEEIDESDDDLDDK
MBD2 DNA inh – MBD2-methylated oligo binding inhibition. TR-FRET, MBD2 binding to methylated oligonucleotide. inhibition, % at 4.4 µM. 370,000 tested, 0.31% active. AID 686964; in the data active = inhibition above about 13%
Target sequence (Q9UBB5 whole entry, looked up): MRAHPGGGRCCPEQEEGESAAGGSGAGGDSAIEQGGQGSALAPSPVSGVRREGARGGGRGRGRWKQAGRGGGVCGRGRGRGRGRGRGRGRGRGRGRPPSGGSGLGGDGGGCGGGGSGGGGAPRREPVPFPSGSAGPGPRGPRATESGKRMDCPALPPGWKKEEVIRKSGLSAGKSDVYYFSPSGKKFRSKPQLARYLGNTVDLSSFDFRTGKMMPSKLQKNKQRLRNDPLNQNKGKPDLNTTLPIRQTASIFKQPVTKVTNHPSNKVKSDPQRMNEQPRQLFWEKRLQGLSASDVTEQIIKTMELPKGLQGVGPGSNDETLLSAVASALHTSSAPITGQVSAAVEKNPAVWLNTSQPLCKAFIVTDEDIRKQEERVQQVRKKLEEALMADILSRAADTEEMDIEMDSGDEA
PLC-gamma1 inh – inhibitors of human phospholipase C gamma1 | P19174 | inhibition, % at 12.2 µM | AID 720700 | purified PLC-gamma1, fluorogenic substrate, fluorescence | 370,000 tested, 0.84% active; in the data active = inhibition above about 9.5%
ADAM17 inh – ADAM17 inhibition, QFRET primary screen; 370,000 tested, 0.83% active; P78536; recombinant ADAM17, EDANS/DABCYL FRET peptide cleavage; inhibition, % at 6.95 µM;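 active = inhibition above the mean of compounds lying between control limits plus 3 SD, set per campaign, cut at about 8.5% in these data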;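 note: 0% = DMSO-only wells as the low control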
Tn7 DDE FP – DD(E)-Tn7 binding inhibition, primary FP screen. FP displacement of FITC-Tn7 peptide from fibrin DD(E); 0% = median of compound wells per plate. P02675. inhibition, % at 8.3 µM. 370,000 tested, 0.13% active;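 active = inhibition above the mean of compounds falling within the control limits plus 3 SD of them, cut at about 14% in these data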;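 note: 0% = plate median of compound wells and 100% = 10 µM Aha-Tn7 peptide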
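Assay system: Human fibrin DD(E) protein | Medium: Tris buffer with calcium and detergent, pH 7.8 | Reagent: 0.1 µM fluorescent Tn7 | Compound dosing: Single point at 8.3 µM | Times: 10 min preincubation, 3 h with tracer, room temperature | Detection: Fluorescence polarization of the labelled Tn7 tracer | Controls: Aha-Tn7 high control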
DDE Tn6 FP inh – DD(E)-Tn6 binding inhibition, primary FP screen; 370,000 tested, 0.21% active; Fibrin DD(E) TRITC-Tn6 fluorescence polarization displacement; inhibition, % at 8.3 µM; P02675;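 active = inhibition above a per-campaign cutoff: mean of compounds within control limits plus 3 SD, cut at about 15% in these data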;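 note: 0% = median of all compound wells on the plate and 100% = blocking peptide control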
ARFGAP1 inhibitor – inhibits rat ARF GTPase activating protein 1 | Arfgap1-stimulated ARF1 GTP hydrolysis, GDP FP detection | Q62848 | inhibition, % at 16.5 µM | 360,000 tested, 0.26% active;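 active = inhibition above a per-plate limit, mean inhibition of low control wells plus 3 SD, cut at about 25% in these data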;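 note: 0% = DMSO wells with enzyme and 100% = wells lacking Arfgap1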
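Material – truncated rat Arfgap1 GAP domain · Buffer or medium – HEPES-based buffer, pH 7.5 · Reagent – human ARF1(Δ1-17)-GTP substrate · Dosing – 16.5 µM single point, 1.26% DMSO · Schedule – GTP hydrolysis reaction 2 h at 25 °C · Technique – GDP detection by fluorescence polarization · Benchmarks – No-Arfgap1 wells (100%) versus DMSO full-reaction wells (0%) · Repeats – single replicate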
PLCb3 inh – inhibitors of human phospholipase C beta3; Q01970; Purified PLC-beta3, fluorogenic substrate, fluorescence; inhibition, % at 12.2 µM; 370,000 tested, 0.18% active; in the data active = inhibition above about 11%;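 note: 0% = median of compound wells on plate and 100% = full blocker control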
Numbers without * were called inactive; i = inactive; · = no result given.

MBD2 DNA inh	proKLK7 act	PLC-gamma1 inh	ADAM17 inh	DDE Tn6 FP inh	Tn7 DDE FP	ASAP1 inh	ARFGAP1 inhibitor	UHRF1 binding	PLCb3 inh	Structure
0	-0.4	-29	-12	-1	2	1	-6	-1	-46	COC(=O)C(=O)C/C(=N/Nc1ncnc2ccccc12)c1ccc(Cl)cc1
-1	0.5	0	-3	2	0	6	-8	-5	-8	Cc1cc(C)cc(OCC(=O)NNC(=S)NC(=O)C2CC2)c1
0	0.3	-2	-1	-4	4	4	9	-1	-2	COc1ccc(N(Cc2cc3ccccc3[nH]c2=O)S(=O)(=O)c2ccc(C)cc2)cc1
-1	0.1	0	-3	-2	0	-11	2	0	-6	CN(Cc1ccccc1)C(=O)COC(=O)C1CCN(S(=O)(=O)c2ccc(Cl)c(C(F)(F)F)c2)CC1
-5	0.5	-2	-3	3	4	-3	2	0	3	COc1ccc(OCC(=O)N2CCN(C(=O)c3cccc4ccccc34)CC2)cc1
-1	-0.4	-2	-6	-19	-6	8	-9	-4	-6	Nc1c(Br)cc2c([nH]c(=O)c3ccccc32)c1Br
1	-0.9	1	-1	-2	6	-2	-12	-1	-3	O=C(c1ccc2ccccc2c1)c1c[nH]cc1-c1ccccc1
1	0.1	8	12*	-5	-5	10	5	2	7	Nn1c(COc2cccc(Br)c2)nnc1SCC(=O)N1CCc2ccccc2C1
-2	0.3	-1	-8	-1	-5	-10	10	0	2	CCOC(=O)c1[nH]c2c(OCC)nc(OCC)nc2c1Br
0	0.2	-3	0	-2	3	-21	11	9	-3	CCOC(=O)c1c(C)n(C)c2ccc(OC)c(NC(=O)CN3CCC(C(=O)OCC)CC3)c12
1	-0.2	0	-3	0	-2	14	-1	1	-1	COc1ccc(NC(=O)CSc2nnc(CC(=O)Nc3ccc(F)cc3)n2C)cc1
-2	-0.5	3	0	-1	5	0	-6	0	3	Cc1cc(Nc2cccc([N+](=O)[O-])c2)c2ccccc2n1
-3	-0.1	-2	-3	8	0	4	6	0	3	CS/C(=N/S(=O)(=O)c1ccc(C)cc1)c1ccccc1
-5	-0.2	1	-3	-2	-1	-5	-4	0	-4	CCC(NCc1cccnc1)c1ccc(OC)c(OC)c1 (configuration not stated)
-3	1.1	-3	-2	-2	9	-17	2	-2	-9	CC(C)(C)NC(=O)C(c1cccs1)N(Cc1ccco1)C(=O)c1csnn1 (configuration not stated)
5	-0.4	2	-4	3	6	-2	0	-1	6	CCOC(=O)CSC(CC)C(=O)Nc1nnc(CC)s1 (configuration not stated)
-2	0.6	-1	4	-5	-9	-1	14	-3	4	CCCCC[C@@H](C)N1C[C@@H](COCc2ccccc2)Oc2cc(N3CCC[C@H]3COC)ccc2S1(=O)=O
-3	-0.4	0	-2	3	-3	-21	-3	1	-5	COCCNC(=O)CN(c1ccc(F)cc1)S(=O)(=O)c1ccc2c(c1)OCCO2
0	-0.1	-1	-4	3	-2	-2	-1	1	3	O=C(O)CCCCCCCCc1cn(Cc2ccc(C(=O)c3ccccc3)cc2)nn1
-1	-0.7	3	-1	-3	2	1	1	-1	4	C=CCNS(=O)(=O)c1cc(S(=O)(=O)NCC=C)c(OC)cc1OC
12	0.2	-5	4	-10	0	7	-5	8	-13	C/C=C\C=C/C(=O)Nc1cccc(C2=NOC3(C2)C[C@H](C(N)=O)N(C(=O)c2ccc(OC)cc2)C3)c1 (some centres not stated)
-5	0.3	1	-2	2	-4	-13	-1	-2	2	COc1ccc(S(=O)(=O)N2CCCCC2)cc1C(C)C
-2	-0.5	0	9.1*	-9	-2	12	16	2	0	O=C(NC1=NCCS1)c1cc(-c2cccc(Br)c2)nc2ccccc12
-1	-0.2	-2	2	3	3	-5	-6	-2	-4	CN(CCOc1ccccc1)C(=O)C1CCC(=O)N(CCc2ccc(Cl)cc2)C1 (configuration not stated)
0	0.1	-1	-1	0	0	-12	-11	-6	-4	O=C(NN1CCN(Cc2ccccc2)CC1)c1ccc(N2CCOCC2)c([N+](=O)[O-])c1

Sorted by the number under PLCb3 inh (falling): three from the list above
mol | PLCb3 inh
COc1ccc(N(Cc2cc3ccccc3[nH]c2=O)S(=O)(=O)c2ccc(C)cc2)cc1 | -2
CCOC(=O)c1c(C)n(C)c2ccc(OC)c(NC(=O)CN3CCC(C(=O)OCC)CC3)c12 | -3
O=C(NN1CCN(Cc2ccccc2)CC1)c1ccc(N2CCOCC2)c([N+](=O)[O-])c1 | -4

Returning to the listing, repeating the 2 entries before the break.
MBD2 DNA inh	proKLK7 act	PLC-gamma1 inh	ADAM17 inh	DDE Tn6 FP inh	Tn7 DDE FP	ASAP1 inh	ARFGAP1 inhibitor	UHRF1 binding	PLCb3 inh	Structure
-1	-0.2	-2	2	3	3	-5	-6	-2	-4	CN(CCOc1ccccc1)C(=O)C1CCC(=O)N(CCc2ccc(Cl)cc2)C1 (configuration not stated)
0	0.1	-1	-1	0	0	-12	-11	-6	-4	O=C(NN1CCN(Cc2ccccc2)CC1)c1ccc(N2CCOCC2)c([N+](=O)[O-])c1
-3	0.1	-5	-4	18*	5	·	·	-1	-6	COc1ccc(-n2c(COc3ccccc3)nnc2SCc2nc3ccccc3[nH]2)cc1
1	-0.9	-6	-2	-3	0	-4	3	1	-11	COc1cc2c(-c3ccc4c(c3)OCO4)c(-c3ccsc3)oc(=O)c2cc1OC
3	0.0	0	-2	1	2	6	-7	1	-1	COCCCN1C(=O)C(CC(=O)NCc2cccc3ccccc23)CC(C(=O)N2CCOCC2)=C1C (configuration not stated)
0	0.1	-6	-1	-1	10	-4	0	2	-8	COCCCNC(=O)C1=CCN(S(=O)(=O)c2ccc(C)cc2)CC1
-3	-0.3	0	3	1	-3	-26	3	-2	0	O=C(NCc1ccccc1Cl)C1CCN(S(=O)(=O)N2CCCCCC2)CC1
2	-0.6	0	1	-1	-10	-3	1	1	3	CC1CCC(NC(=O)Cn2ncc3ccccc32)CC1 (configuration not stated)
-4	-0.3	-4	-3	-5	6	4	0	1	-16	CC(C)Sc1oc(-c2ccco2)nc1S(=O)(=O)c1ccccc1
-4	-2.0	-8	-7	-2	-5	8	3	0	-19	COc1cc(C(=O)NCCCNc2nc3c(C)cc(C)cc3cc2C#N)cc(OC)c1OC
-7	0.1	-1	-2	-5	-3	-5	7	2	-8	CC(C)c1ccc(NC2CCCN(C(=O)CCCn3cncn3)C2)cc1 (configuration not stated)
-2	-0.1	0	-1	-2	-9	19	-6	1	-1	Cc1onc(-c2ccccc2Cl)c1C(=O)Nc1cccc(S(=O)(=O)NC2=NCCC2)c1
1	-0.5	0	2	-2	-2	9	-10	0	-5	COc1ccc(C(=O)c2coc3ccc(OC(C)=O)cc23)cc1
-7	-69	i	-141	1	-1	15	0	-13	i	Nc1nnc(-c2cc3ccccc3oc2=O)s1
-2	0.2	-7	-14	7	-4	1	-11	8	-14	CSc1nc(SCC(=O)O)c2c3c(sc2n1)COC(C)(C)C3
-2	0.5	8	1	4	-2	2	2	-1	-3	Cc1cc(C)n(CC(=O)c2ccc(Cl)cc2)n1
3	0.4	-11	0	6	-3	-1	9	-1	-9	Cc1ccc(/C=C2/Sc3ccccc3N(CC(=O)NCCCOC(C)C)C2=O)cc1
0	0.1	-1	-4	4	6	-3	-11	-1	2	CCn1c(=O)n(C)c2c(=O)n(C)c(=O)n(C)c21
-1	0.5	-1	-3	1	2	-12	-2	-4	-1	CC(C)(C)OC(=O)N1CCC(C(=O)Nc2ccc(C(=O)NCCc3ccccc3)cc2)CC1
0	0.1	7	3	4	-4	5	-4	2	-2	COc1ccccc1N1CCN(C(=O)Cn2nnc(-c3cccs3)n2)CC1
-4	0.8	2	3	-2	-5	3	9	-2	0	Cc1ccc(OCCOc2ccc(Cl)cc2Cl)c([N+](=O)[O-])n1
5	-0.4	-3	-2	-6	7	-9	4	9	-2	CSC1=NCCN1C(=O)c1c(F)cccc1F
-4	-0.2	2	-4	0	6	9	-9	1	-2	C=CCN1C(=O)/C(=C\c2cccc(OC(=O)c3ccco3)c2)SC1=S
0	0.5	-1	-1	-2	3	-6	-3	1	-6	CC(=O)c1ccc(NS(=O)(=O)c2ccc(C(C)(C)C)cc2)cc1
5	-0.1	2	-3	-9	2	0	-9	14	-5	O=C(CSc1cccc[n+]1[O-])NC1CCCCC1
2	-1.1	-7	-7	-2	3	0	-5	-2	-11	COc1cccc(Cn2cnc(-c3ccccc3OC)c2-c2cccnc2)c1
8	-0.2	3	-7	-3	4	-5	9	4	-5	Cc1cc(NC(=O)C2C3C(=O)N(c4cccnc4)C(C(=O)NC(C)(C)C)C34C=CC2(C)O4)no1 (configuration not stated)

Following part:
MBD2 DNA inh	proKLK7 act	PLC-gamma1 inh	ADAM17 inh	DDE Tn6 FP inh	Tn7 DDE FP	ASAP1 inh	ARFGAP1 inhibitor	UHRF1 binding	PLCb3 inh	Structure
-5	0.2	2	1	4	9	-7	-4	-2	-4	CCN(CC)S(=O)(=O)c1ccc2c(c1)N(CC(=O)NCc1ccco1)C(=O)CO2
8	0.2	1	1	0	-5	-2	-8	6	-3	CCOc1ncccc1C(=O)OCc1c(Cl)cccc1Cl
-1	0.1	-5	-7	2	-6	6	4	0	-11	Cc1ccc(S(=O)(=O)N(C)c2nc3ccccc3[nH]c2=S)cc1
3	-0.3	-14	-6	0	9	10	9	0	-18	Cc1nn2c(N3CCN(C4CCCC4)CC3)cc(C(C)(C)C)nc2c1-c1ccccc1
0	0.1	2	-1	-5	-2	-11	0	-1	4	COc1ccc(S(=O)(=O)N(C)CC(=O)NC2CC2)cc1
1	0.3	2	-2	1	-7	10	19	1	-3	COc1ccccc1-c1nnc(SCC(=O)Nc2ccc(S(N)(=O)=O)cc2)n1N
1	0.7	2	-2	1	-3	-4	1	1	3	COc1ccc(N/C(=N\c2nc(C)cc(C)n2)NC(=O)C(C)C)cc1OC
-3	0.5	-5	-4	2	2	-12	-3	-5	-8	COc1cccc(-c2nc(Cc3ccc(OC)c(OC)c3)no2)c1
2	0.2	2	0	-3	2	18	14	2	-1	Cc1ccc(NC(=O)CN(C)S(=O)(=O)c2cccs2)cc1C
-5	0.4	-46	-19	-1	1	10	-5	-5	-53	CC(C)OC(=O)Nc1ccc2c(c1)N(C(=O)CCN(C)C)c1ccccc1CC2
1	-0.2	1	1	0	5	·	·	-3	0	COc1ccccc1N1CCN(S(=O)(=O)c2ccc3c(c2)CCC(=O)N3)CC1
-2	0.7	2	1	-1	-5	5	7	0	-3	O=c1[nH]nc(SCc2cc(Cl)ccc2Cl)c(=O)[nH]1
1	0.0	3	-1	5	8	4	5	0	0	CN(C)Cc1cnc2ccc(Cl)cn12
-6	0.0	-3	-1	9	5	-6	1	2	1	COc1ccc(S(=O)(=O)N2CCC(C(=O)NCc3ccccn3)CC2)cc1Cl
0	0.0	3	-5	12	-6	4	-7	1	-3	Cc1ccc(S(=O)(=O)N2CCN(C(=O)c3ccccc3OCc3c(C)noc3C)CC2)cc1C

High-throughput results deposited in PubChem by The Scripps Research Institute Molecular Screening Center.
